Screening results deposited in PubChem by several laboratories.
RSV CPE inhibition = inhibition of RSV-induced cytopathic effect – HEp-2 cells, primary 10 µM value included (AID 2391); HEp-2 cells, RSV-induced CPE inhibition; higher % means a stronger effect; one-dose CPE inhibition, % at 10 µM; IC50 in µM for titrated hits; actives 0.13% (n = 310,000); in the data active means a potency from the dose series; further: strong numbers were not always called active
NS5 inhibitors = Dengue-2 NS5 methyltransferase inhibitors, primary screen, biochemical, confirmation dose response (AID 588689); Dengue-2 NS5 methyltransferase capping enzyme assay, biochemical; higher % means a stronger effect; one-dose inhibition, % at 25 µM; IC50 in µM for titrated hits; actives 0.3% (n = 340,000); in the data active means a potency from the dose series
NTR1 agonist = agonists of NTR1, primary screen, imaging, U2OS cells, beta-arrestin-GFP, high content (AID 493036) | P30989 | NTR1-U2OS beta-arrestin-GFP spot imaging, agonist mode | activation, % at 20 µM | actives 0.17% (n = 330,000);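 active means activation at or above 40% of the spot to cytoplasm intensity ratio, with at least 20 cells analyzed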;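 further: 0% = DMSO without peptide and 100% = 100 nM NTR1 peptide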
Target sequence (P30989 whole entry, looked up): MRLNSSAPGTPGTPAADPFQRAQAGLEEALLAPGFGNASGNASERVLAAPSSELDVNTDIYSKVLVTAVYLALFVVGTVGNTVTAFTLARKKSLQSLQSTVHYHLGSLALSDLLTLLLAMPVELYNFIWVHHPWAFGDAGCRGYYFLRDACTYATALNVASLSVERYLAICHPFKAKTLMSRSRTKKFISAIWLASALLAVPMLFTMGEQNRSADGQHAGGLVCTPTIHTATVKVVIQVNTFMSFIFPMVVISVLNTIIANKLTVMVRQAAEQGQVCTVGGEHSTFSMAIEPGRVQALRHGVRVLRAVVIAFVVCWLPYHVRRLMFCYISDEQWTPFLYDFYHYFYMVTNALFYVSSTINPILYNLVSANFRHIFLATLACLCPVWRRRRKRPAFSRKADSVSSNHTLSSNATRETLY
UTI89 phage lysis = protection from phage-mediated lysis, alamar blue read-out – E. coli UTI89, K1F phage, bacterial capsule biogenesis inhibitors (AID 488966); E. coli UTI89 K1F phage lysis, alamar blue, 2 h; higher % means a stronger effect; inhibition, % at 100 µM, or IC50 in µM where a hit was titrated; actives 0.02% (n = 340,000);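 active means phage lysis inhibition, versus mean bacterial control, above a set limit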;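 further: capsule biogenesis inhibitors block K1F phage lysis so surviving cells raise fluorescence; higher fluorescence means more inhibition of phage lysis; actives were called in the ten point dose series up to 300 µM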
AID2073 = disruptors of CaV2.2 binding to Mint1 – biochemical, HTRF (AID 2073); one-dose inhibition, % at 20 µM; IC50 in µM for titrated hits; HTRF protein-protein interaction, Mint1-CaV2.2; higher % means a stronger effect; actives 0.19% (n = 290,000); in the data active means inhibition mostly above about 51%, no sharp cut-off; further: some results filed as inactive read as strong as hits
WT yeast gro inh = growth inhibition of WT yeast, mitochondrial fusion screen. mitochondrial fusion phenotypic screen, WT strain. AID 1362. actives 2.1% (n = 190,000). inhibition, % at 10 µM; in the data active means inhibition above about 58%; tested in S. cerevisiae
Autophagy mod = modulators of autophagy | AID 463193 | actives 0.98% (n = 190,000) | MEF GFP-LC3 puncta imaging; test concentration mostly 10 µM | calls only at 10 µM (by protocol);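 active means percentage of spot-positive cells more than 3 SD above its plate mean, without a fluorescence outlier flag or 80% toxicity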;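 further: spot-positive cell cutoff set from DMSO-treated cells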
GPR35 antagonists = inhibition of zaprinast-stimulated GPR35 beta-arrestin translocation – imaging, U2OS, beta-arrestin-GFP, zaprinast agonist, primary screen (AID 2058); U2OS GPR35 beta-arrestin-GFP translocation imaging, zaprinast antagonism; higher % means a stronger effect; inhibition, % at 10 µM, or IC50 in µM where a hit was titrated; actives 0.052% (n = 290,000);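 active means inhibition of at least 50% with at least 30 cells and total cytoplasm GFP at most 10,000,000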
LYP inhibition = PTPN22 lymphoid phosphatase activity blockers – biochemical, fluorescence intensity, uHTS (AID 1779) | recombinant LYP phosphatase, fluorescence intensity; higher % means a stronger effect | inhibition, % at 11.5 µM; hits with a dose series show IC50 in µM | actives 0.054% (n = 290,000); in the data active means inhibition above about 50%;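 further: plate controls were vehicle with enzyme for no effect and no enzyme for full effect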
WT yeast gro inh mutant strain = further read-out of WT yeast gro inh, marked with its call; inhibition, %; mitochondrial fusion phenotypic screen, mutant strain inhibition
Autophagy mod cell loss 18 h = further read-out of Autophagy mod, marked with its call; toxicity, %; measured here: cell loss, nuclei count;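 cell loss after 18 h compound exposure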
NTR1 agonist cell count 20 µM = recorded beside NTR1 agonist, whose call it bears; cell count; measured here: cell count, cytotoxicity flag
* = called active by the depositor; i = inactive; / = not tested or not shown.

| # | SMILES | WT yeast gro inh mutant strain | NTR1 agonist cell count 20 µM | GPR35 antagonists | NS5 inhibitors | LYP inhibition | UTI89 phage lysis |
| --- | --- | --- | --- | --- | --- | --- | --- |
| 1 | COc1ccc(C(=O)N/N=C(\C)CC(=O)Nc2ccccn2)cc1OC | / | 30 | -8.8% | -5.8% | -8.8% | 0.1% |
| 2 | Cn1ccnc1C(=O)c1ccc(S(=O)(=O)N2CCCC2)cc1 | 9.7 | 26 | -3.1% | -3.9% | -3.4% | 0.1% |
| 3 | Cc1ccc(S(=O)(=O)CCC(=O)Nc2nc(-c3cccnc3)cs2)cc1 | / | 55 | 7.9% | -15.8% | -6.7% | -0.3% |
| 4 | OC(CN1C2=NCCN2c2ccccc21)c1ccccc1 (stereo not given) | -1.5 | 47 | -6.0% | -0.7% | -6.1% | -0.2% |
| 5 | Cc1cc(C)n(CC(=O)NNC(=O)c2cccc(C(F)(F)F)c2)n1 | / | 60 | 0.7% | 0.6% | -6.6% | 0.2% |
| 6 | Cc1ccc(S(=O)(=O)N2CCCCC2)cc1C(=O)OCC(=O)NC(=O)NC12CC3CC(CC(C3)C1)C2 | -3.1 | 46 | 1.5% | -3.0% | -7.0% | 1.1% |
| 7 | CCOC1(OCC)C(c2ccc(N)cc2)C(C#N)(C#N)C1(OCC)OCC (stereo not given) | 1.6 | 74 | -5.6% | -8.1% | 1.0% | 0.9% |
| 8 | COc1ccc(C)cc1NC(=O)C1CCCN1S(=O)(=O)c1ccccc1F (stereo not given) | / | 44 | / | -4.3% | / | -0.6% |
| 9 | CC1=CC2=NC(=O)/C(=C\c3cccn3CCOc3ccccc3)C(=N)N2O1 | 3.7 | 81 | -2.0% | -11.6% | 2.0% | -0.1% |
| 10 | OC(COc1ccccc1)CN1CCCCCC1 (stereo not given) | 14.6 | 53 | 20.5% | -4.4% | -4.6% | -1.5% |

| # | WT yeast gro inh | RSV CPE inhibition | AID2073 | NTR1 agonist | Autophagy mod | Autophagy mod cell loss 18 h |
| --- | --- | --- | --- | --- | --- | --- |
| 1 | / | 1.6% | 14.3% | 0.5 | / | / |
| 2 | -10.5 | 0.8% | 0.1% | -0.9 | i | -1.8 |
| 3 | / | 2.7% | 9.6% | -0.8 | / | / |
| 4 | 6.9 | -1.3% | 1.1% | -0.8 | i | 16.9 |
| 5 | / | 1.5% | 9.5% | -1.0 | / | / |
| 6 | 5.8 | 1.9% | -4.4% | 10.6 | i | 1.1 |
| 7 | 4.9 | 0.8% | -1.2% | 1.4 | i | -20.9 |
| 8 | / | 0.4% | / | 16.2 | / | / |
| 9 | 9.6 | 6.6% | 2.8% | 0.1 | i | 1.9 |
| 10 | -10.4 | -1.3% | -1.5% | 0.8 | i | -6.8 |

2 entries picked at random from those above, as already listed:
| # | SMILES | WT yeast gro inh mutant strain | NTR1 agonist cell count 20 µM | GPR35 antagonists | NS5 inhibitors | LYP inhibition | UTI89 phage lysis |
| --- | --- | --- | --- | --- | --- | --- | --- |
| 7 | CCOC1(OCC)C(c2ccc(N)cc2)C(C#N)(C#N)C1(OCC)OCC (stereo not given) | 1.6 | 74 | -5.6% | -8.1% | 1.0% | 0.9% |
| 6 | Cc1ccc(S(=O)(=O)N2CCCCC2)cc1C(=O)OCC(=O)NC(=O)NC12CC3CC(CC(C3)C1)C2 | -3.1 | 46 | 1.5% | -3.0% | -7.0% | 1.1% |

| # | WT yeast gro inh | RSV CPE inhibition | AID2073 | NTR1 agonist | Autophagy mod | Autophagy mod cell loss 18 h |
| --- | --- | --- | --- | --- | --- | --- |
| 7 | 4.9 | 0.8% | -1.2% | 1.4 | i | -20.9 |
| 6 | 5.8 | 1.9% | -4.4% | 10.6 | i | 1.1 |

Complete entries, looked up by structure. Order of screens: WT yeast gro inh mutant strain, NTR1 agonist cell count 20 µM, GPR35 antagonists, NS5 inhibitors, LYP inhibition, UTI89 phage lysis, WT yeast gro inh, RSV CPE inhibition, AID2073, NTR1 agonist, Autophagy mod, Autophagy mod cell loss 18 h
Profile of `COc1ccc(C)cc1NC(=O)C1CCCN1S(=O)(=O)c1ccccc1F` (stereo not given) → /, 44, /, -4.3%, /, -0.6%, /, 0.4%, /, 16.2, /, /
Profile of `COc1ccc(C(=O)N/N=C(\C)CC(=O)Nc2ccccn2)cc1OC` → /, 30, -8.8%, -5.8%, -8.8%, 0.1%, /, 1.6%, 14.3%, 0.5, /, /

The order is random (roughly 2.6% active in at least one column).
